# Compound activity deposited in PubChem BioAssay by several laboratories.
# KKLEB cytotox: CF airway cell cytotoxicity counter-screen. KKLEB CF airway cells viability, ATPlite luminescence, overnight; stronger effect = lower value; cells stimulated with P. aeruginosa culture filtrate. activity change (cytotoxicity), % at 5 µM. actives 0.36% (n = 360,000). AID 602141;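 active = corrected activity change at or below -50% at 5 µM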
# NR2E3 ag-1: activates human photoreceptor nuclear receptor NR2E3 | inhibition of corepressor binding, % at 4.78 µM | GST-NR2E3/biotin-RetCOR TR-FRET, 1536-well | actives 0.12% (n = 320,000) | AID 2300;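 active = percent inhibition above the cutoff of mean plus 3 SD of all tested compounds, set per screening campaign, cut at about 20% in these data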;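 also: 0% = DMSO wells and 100% = biotin wells as full block of FRET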
# Target sequence (Q9Y5X4 whole entry, looked up): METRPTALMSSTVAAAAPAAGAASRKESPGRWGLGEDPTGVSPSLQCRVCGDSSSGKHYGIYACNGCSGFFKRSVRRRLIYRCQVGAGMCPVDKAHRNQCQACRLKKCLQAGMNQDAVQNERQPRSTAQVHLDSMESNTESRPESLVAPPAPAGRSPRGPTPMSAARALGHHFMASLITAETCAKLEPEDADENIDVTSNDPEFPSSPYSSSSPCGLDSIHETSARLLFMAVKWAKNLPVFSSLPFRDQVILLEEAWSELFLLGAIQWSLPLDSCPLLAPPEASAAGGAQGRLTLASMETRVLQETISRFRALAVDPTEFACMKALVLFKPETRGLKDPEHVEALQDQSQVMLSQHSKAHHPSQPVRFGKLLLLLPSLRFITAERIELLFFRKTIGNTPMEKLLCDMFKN
#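 Material: NR2E3–RetCOR corepressor complex / Incubation: Compound–protein incubation for 5 h at 4 °C / Dosing: compound at 4.8 µM, single dose / Detection: time-resolved FRET / Benchmarks: high control biotin, low control 0.6% DMSO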
# HIF-2a inh: HIF-2a inhibition; actives 0.72% (n = 360,000); 786-0 RCC cells HIF-2a reporter, luciferase luminescence, overnight; inhibition, % at 18.8 µM;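 active = inhibition of the luminescence signal of 40% or more relative to plate controls, in a single-dose primary screen at 18.75 µM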
# Peg3 prom inh: inhibitors of Peg3 promoter; HeLa PEG-Prom luciferase reporter, luminescence, overnight; inhibition, % at 20 µM; actives 1.7% (n = 360,000); AID 588405;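 active = inhibition of at least 50% at 20 µM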
# NR2E3 ag-2: activates human NR2E3 receptor. AID 602229. inhibition of corepressor binding, % at 3.98 µM. Q9Y5X4. CHO-S Gal4-NCOR/VP16-NR2E3 two-hybrid, luciferase. actives 0.35% (n = 360,000);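 active = inhibition above the mean of all tested compounds plus 3 SD, cut at about 70% in these data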;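 also: 0% = DMSO with NR2E3 transfected cells and 100% = cells lacking NR2E3 construct; higher means lower luciferase signal from less NR2E3 corepressor binding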
# TWEAK-Fn14 inh: TWEAK-Fn14 signaling inhibition | actives 2% (n = 360,000) | TWEAK-stimulated Fn14 reporter cells, luciferase luminescence, 8 h | inhibition, % at 10 µM; in the data active = inhibition above about 50%
# CF NFkB inh: cystic fibrosis NF-kB activation inhibition; KKLEB NF-kB-GFP reporter, PAF-induced, GFP fluorescence overnight; inhibition, % at 5 µM; actives 0.86% (n = 360,000); AID 588850;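 active = at least 50% inhibition at 5 µM, scaled per plate between neutral and stimulator controls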;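 also: PAF is a Pseudomonas aeruginosa culture filtrate used as stimulus; plate controls were PAF-stimulated DMSO wells for no effect and unstimulated DMSO wells for full effect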
# C8 TRAIL sens: caspase-8 TRAIL sensitization. NB7+C8 cells + TRAIL, ATPlite viability luminescence. inhibition (viability loss, TRAIL sensitization), % at 10 µM. actives 1% (n = 360,000);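 active = compounds causing at least 50% loss of cell viability in the single-dose screen, relative to plate controls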
# MITF TRPM1 inh: reduces MITF-dependent TRPM1 promoter luciferase signal; SK-MEL-5 TRPM1 promoter luciferase, 24 h; inhibition, % at 12.5 µM; actives 0.83% (n = 330,000); AID 488899;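 active = mean inhibition across replicates of 60% or more, whatever share of single replicates reaches that level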; also: values of inactives mirror those of a sister screen read the other way
# Shn3 inh set2: reduces Shn3 3'UTR luciferase signal in osteoblasts; Clone20 osteoblast Shn3 3'UTR firefly luciferase, 24 h; inhibition, % at 12.5 µM; actives 0.52% (n = 360,000); AID 588674;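 active = mean inhibition of at least 75% with every replicate also reaching 75%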;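 also: 0% = median of neutral control wells and 100% = pilot-screen positive control compound; some compounds past the cut are filed as inactive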
# TROY signal inh: blocks TROY-dependent signaling in reporter cells; AID 1347056; actives 0.98% (n = 360,000); inhibition, % at 10 µM; Q293 LMP1-TROYcd NF-kB luciferase reporter, 4 h;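 active = compounds whose plate-normalised and pattern-corrected inhibition of the luciferase reporter signal at the single screening dose is 50% or more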
# Numbers without * were called inactive; x = not tested or not shown.
SMILES,KKLEB cytotox,NR2E3 ag-1,HIF-2a inh,Peg3 prom inh,NR2E3 ag-2,TWEAK-Fn14 inh,CF NFkB inh,C8 TRAIL sens,MITF TRPM1 inh,Shn3 inh set2,TROY signal inh
CCCc1nc2scc(-c3ccccc3)c2c(=O)n1N,3,4,-31,-16,-25,-3,0,27,-5,-23,2
COc1ccc(-c2nc(CN(CC3CCC(=O)N3)C(C)C)c(C)o2)c(C)c1C (stereo not drawn),-4,2,17,12,-7,-18,12,1,13,4,-1
COc1cc(/C=C/C(C)=O)cc(OC)c1OC,10,-1,8,-1,-14,10,-6,-6,0,-38,0
COc1cccc(NC(=O)CN(C)C(C)C(=O)NC(C)c2ccc(Cl)cc2Cl)c1 (stereo not drawn),11,x,9,0,4,-8,-5,-13,-2,3,45
CCc1nnc(NC(=O)CSc2ncnc3scc(-c4ccc(C)cc4)c23)s1,-7,0,21,26,-1,-7,17,-12,6,21,31
CCc1cc2ccc(C)cc2nc1SCC(=O)NNC(=O)c1ccco1,-9,0,13,30,14,0,9,-3,8,2,-20
CC(C)Sc1nc2c([nH]1)c(=N)ncn2Cc1ccccc1,-1,-3,16,4,12,-3,-2,-7,-3,9,16
Cc1onc(C(=O)NN)c1-c1csc(COc2ccc(Cl)cc2)n1,1,2,3,-10,-6,-7,-5,-8,-6,10,36
c1ccc2sc(NN=C3CCCCCC3)nc2c1,-30,4,-39,-100,-137,76*,-4,66*,3,17,76*
Cc1ccccc1NNC(=O)C(=O)NNc1ccccc1C,16,-2,9,7,34,10,-23,16,9,18,-32
Cc1cccc(OCC(=O)Nc2ccccc2-c2ccccc2)c1,10,1,17,15,-4,-15,21,-6,-7,6,-5
O=C(COC(=O)CCCSc1nc2ccccc2[nH]1)Nc1cccc(F)c1,0,2,10,13,17,3,-24,-5,17,-8,-7
O=C1NN=C(c2ccccc2)CC1c1c[nH]c2ccccc12 (stereo not drawn),1,0,-23,0,-23,9,0,-5,6,8,1
O=C(Nc1ccc(S(=O)(=O)Nc2ccnn2-c2ccccc2)cc1)C(F)(F)F,10,0,-2,1,3,19,-1,-3,-3,5,-11
Cc1cc(C)cc(NC(=S)N2CCC(NC(=O)C3CC3)CC2)c1,-10,-2,4,8,-11,22,6,-8,6,-6,4
COc1ccccc1NC(=O)Cn1nc(-c2ccc(Cl)cc2)c2ccccc2c1=O,-9,2,-56,-8,-43,-30,11,2,-2,2,-29
Cc1nc(SCCOc2ccccc2F)[nH]c(=O)c1Cc1ccccc1,0,0,-79,-54,-33,-15,-8,-7,-34,-46,-22
CC1CCCCC1NC(=O)CCC(=O)N1CCOc2ccc(Cl)cc21 (stereo not drawn),-4,1,5,-7,-14,6,18,9,-10,18,13
COc1ccc(C(=O)c2c3ccc(OC)cc3[n+]([O-])n2CCCC(N)=O)cc1,10,-3,1,-3,1,-1,-6,9,6,-36,-1
Cc1cccc(NC(=O)CCN2CCCCC2)c1,-6,-2,12,8,-2,-20,2,4,5,-31,27
N#C/C(=C\c1ccc(Sc2ccccc2)o1)c1nc2ccccc2[nH]1,-20,2,-218,-269,-100,-6,4,41,-116,-60,-11
CN1C(=O)[C@H]2[C@@H](c3ccc(C(F)(F)F)cc3)N[C@]3(CCCN(Cc4ccco4)C3=O)[C@H]2C1=O,4,x,3,-6,-19,13,-6,-9,x,17,7
O=C(CN1CCN(S(=O)(=O)c2ccccc2)CC1)Nc1ccccc1C(=O)c1ccccc1,-11,0,22,29,6,-2,15,12,-1,18,9
Cc1ccc(N2C(=O)c3cccc4cccc(c34)C2=O)cc1,16,3,5,-2,3,2,-30,-19,18,2,-1
O=C(CN(Cc1ccc(Cl)cc1)C(=O)CNS(=O)(=O)c1ccccc1)NCC1CCCO1 (stereo not drawn),0,3,3,20,5,-9,8,-12,7,-2,22
CCN(c1ccccc1)S(=O)(=O)c1ccc(C(=O)Nc2ccccn2)cc1,5,2,-117,-79,-17,-10,-17,-12,-40,-26,-53
COc1ccc(C(=O)NCC(=O)NCC(=O)OCC(=O)c2ccc(C)cc2)cc1,1,-4,0,15,4,6,-10,5,-3,-4,2
O=C1Nc2ccccc2C1=Nc1ccccc1-c1ccccc1,7,x,13,5,-12,16,10,9,-2,13,7
Cc1noc(C)c1CSc1nc2[nH]ncc2c(=O)n1-c1ccccc1,-16,4,-23,3,-24,-14,4,0,10,x,-16
COc1ccc(NC(=O)C2CCCN(C(=O)Nc3ccc(F)cc3)C2)cc1OC (stereo not drawn),11,-4,5,10,25,-6,10,6,5,12,-25
COc1ccc2c(CC(=O)NNC(=O)c3ccc(O)cc3)coc2c1,-1,x,-1,7,-23,-4,5,13,-3,-5,-7
CCNC(=O)c1ccccc1CCc1ccccc1,-2,1,-2,-3,-10,4,-1,-6,1,2,-11
CN(CC(O)COCc1ccccc1F)C1CCCCC1 (stereo not drawn),8,4,-59,2,-2,64*,-9,9,3,3,5
COc1ccc(NC(=O)C2(C)CCN2Cc2cccc(OC)c2OC)cc1OC (stereo not drawn),-10,x,7,14,-1,2,20,-4,x,6,14
CC(CCc1ccccc1)NC(=O)C(=O)N1CCOCC1 (stereo not drawn),8,1,11,5,-8,-9,-7,-5,3,-7,-15
Cn1nc(C(=O)N2CCc3ccccc32)c2ccccc2c1=O,-24,3,19,4,0,9,8,-3,-4,15,-3
CN(CC(O)COc1ccc(S(=O)(=O)N2CCOCC2)cc1Cl)C1CCCCC1 (stereo not drawn),-2,6,18,-11,2,2,6,2,-9,32,12
C=CCNc1nc(N2CCOCC2)nc(N2CCOCC2)n1,6,5,7,-2,2,-26,1,1,5,-9,-4
COc1cccc(C(=O)Nc2cc(-c3cn4cccnc4n3)ccc2C)c1,13,-4,9,4,-6,25,-4,-10,0,-2,8
O=S(=O)(/N=C(/Nc1cccc2ccccc12)c1ccccc1)c1cccs1,-13,-1,12,30,-10,-12,4,-8,10,-13,9

# 2 compounds from above with just Shn3 inh set2.
structure	Shn3 inh set2
COc1ccc(NC(=O)C2(C)CCN2Cc2cccc(OC)c2OC)cc1OC (stereo not drawn)	6
CC(CCc1ccccc1)NC(=O)C(=O)N1CCOCC1 (stereo not drawn)	-7

# (cont.)
SMILES,KKLEB cytotox,NR2E3 ag-1,HIF-2a inh,Peg3 prom inh,NR2E3 ag-2,TWEAK-Fn14 inh,CF NFkB inh,C8 TRAIL sens,MITF TRPM1 inh,Shn3 inh set2,TROY signal inh
Cc1cc(N2CCN(C)CC2)nc2ccc(NC(=S)NCCCN3CCc4ccccc4C3)cc12,-5,3,0,8,-2,-16,12,15,14,22,13
O=C(NCCN1CCOCC1)c1ccc2c(c1)N(Cc1ccccc1F)C(=O)c1ccccc1S2,-3,0,10,2,3,23,6,0,9,10,1
Cc1noc(C)c1S(=O)(=O)Nc1ccc2c(c1)C(=O)N([C@H](C)CO)C[C@H](C)[C@@H](CN(C)S(=O)(=O)c1ccccc1)O2,6,x,9,-9,5,-31,8,-21,3,0,-44
CCC1=NN2C(=N)/C(=C\c3cccn3-c3c(C)cccc3C)C(=O)N=C2S1,-2,-2,12,9,-3,8,17,2,-12,9,30
O=C(CN1CCN(Cc2ccccc2)CC1)NCCc1ccccc1,4,0,6,6,-24,18,3,-7,5,6,1
Cc1cc(-c2ccc(C)c(S(=O)(=O)N3CCN(c4ccc(F)cc4)CC3)c2)on1,2,-6,18,16,-2,43,6,32,26,2,18
Cc1ccc(S(=O)(=O)NC(CC(=O)NCC2CCCO2)c2ccco2)cc1 (stereo not drawn),-5,3,16,6,-14,-1,6,-10,-5,-12,-3
O=C(Nc1nc2c(cc3c4c(cccc42)CC3)s1)c1ccccc1Cl,9,4,-149,-80,-37,27,-35,1,-17,-11,-51
COCCN(Cc1cn[nH]c1-c1ccc2cc(OC)ccc2c1)C(C)C,13,x,-49,-58,-35,-2,10,5,-16,-9,-4
CCOC(=O)C1CCN(C2=C(NS(=O)(=O)c3ccc(Br)cc3)C(=O)c3ccccc3C2=O)CC1,11,1,-34,-21,-47,-11,22,17,32,-21,-17
Cc1ccc(C)c(NC(=O)CN(C)C(=O)c2ccc(COc3ccccc3)cc2)c1,4,x,-104,-24,-40,-12,2,-10,x,-4,-26
Cc1cccc(N=C2CSC(=O)N2)c1,-3,2,16,1,11,7,9,-11,5,-20,14
COc1cc(CCC(=O)O)on1,4,3,9,11,-24,7,-20,-4,4,10,8
CC1CCCC(NC(=O)CSc2ncccn2)C1C (stereo not drawn),11,5,1,2,3,6,-22,-8,4,8,-1
CC(C)C1C(=O)N(Cc2cn(CCC3OCCCO3)nn2)CCS(=O)(=O)N1Cc1ccc(-c2ccc(F)nc2)cc1 (stereo not drawn),-16,x,-17,14,-21,12,46,10,x,26,-18
CCNC(=O)C1(C)CCCN(C(=O)c2cc(-c3ccccc3)cs2)C1 (stereo not drawn),6,x,-22,-13,-40,-7,5,-9,x,-13,-14
CCc1nnc(NC(=O)c2ccc(S(=O)(=O)N3CCN(Cc4ccccc4)CC3)cc2)s1,10,-2,-10,15,-32,0,-3,-13,16,-7,10
O=C(Oc1cccc(Nc2ncnc3ccccc23)c1)c1ccccc1Cl,6,-1,-44,-245,15,82*,20,14,3,15,59*
COc1ccc(/C(O)=C2/C(=O)C(=O)N(CC3CCCO3)C2c2cccc(OC)c2)cc1 (stereo not drawn),-1,13,17,2,-8,-3,4,6,-19,5,-21
O=C(Cc1ccc(Br)cc1)Nc1ccccc1Cl,-1,1,-5,-39,-25,-11,4,10,-7,-21,-17
Cn1nccc1-c1coc2c(C(=O)N3CCOCC3)cccc12,-7,x,-21,3,34,-22,-6,2,x,2,2
O=C1C(=O)N(CC(=O)N2CCCC2)c2ccccc21,-4,6,14,21,-16,-1,4,-1,7,5,-4
Cc1cc(Nc2ccccc2)nc(-c2ccccc2O)n1,-5,0,-219,-135,-75,-17,-4,-8,-30,-45,-67
Cc1ccc(C(=O)Nc2ccc(N3CCCCC3)cc2)cc1,3,x,-229,-319,-125,13,-4,47,-101,-104,-36
Cc1nc2ccc(NS(=O)(=O)c3ccc(F)c(F)c3)cc2s1,2,3,-2,7,65,24,-1,12,-8,30,5
CCOC(=O)N1CCN(C(=O)c2ccc(S(=O)(=O)c3ccc(C)cc3)c(NC(C)=O)c2)CC1,3,-4,11,6,-28,0,2,-9,14,20,-2
Cc1ccc(/C=C2\C(=O)ON=C2c2ccccc2)o1,-13,2,6,8,1,6,11,-8,-1,-6,16
COc1cc(S(=O)(=O)NCCN2CCOCC2)c(OC)cc1Cl,8,2,11,10,-13,0,3,9,-1,-5,2

# Three records picked at random from the list so far:
SMILES,KKLEB cytotox,NR2E3 ag-1,HIF-2a inh,Peg3 prom inh,NR2E3 ag-2,TWEAK-Fn14 inh,CF NFkB inh,C8 TRAIL sens,MITF TRPM1 inh,Shn3 inh set2,TROY signal inh
O=C1C(=O)N(CC(=O)N2CCCC2)c2ccccc21,-4,6,14,21,-16,-1,4,-1,7,5,-4
CCOC(=O)N1CCN(C(=O)c2ccc(S(=O)(=O)c3ccc(C)cc3)c(NC(C)=O)c2)CC1,3,-4,11,6,-28,0,2,-9,14,20,-2
Cc1ccc(C(=O)Nc2ccc(N3CCCCC3)cc2)cc1,3,x,-229,-319,-125,13,-4,47,-101,-104,-36

# This is a subset (hit frequency here may not be typical).
